# Compound activity as filed in PubChem.
# USP1 inh – inhibitors of human USP1/UAF1 deubiquitinase | Potency, µM (top dose mostly 57.1 µM), without a hit: at the top dose activity change, negative = inhibition, usual class: inhibitors | AID 743255 | recombinant USP1/UAF1, Ub-Rhodamine cleavage fluorescence | O94782 | 0.23% of 390,000 active; also: potency is read from the fitted curve at half-maximal effect; % is scaled to controls: 0 for no effect and ±100 for the full control effect; nearly all actives have a fitted effect of over 60% in size; inactives centre near -12
#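 1 nM enzyme complex + cpd, 15 min RT; start with Ub-Rho 150nM final; kinetic fluorescence ex 480/em 540, 6 reads q60 s. Buffer 50mM HEPES pH 7.8, 0.5mM EDTA, 0.1 mg/ml BSA, 1mM TCEP, 0.01% Tween-20.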
# TrxR1 substrate – substrates of rat thioredoxin reductase 1. O89049. purified TrxR1 substrate turnover, NADPH consumption readout. Potency, µM (highest dose often 114 µM), for inactives: top-dose activity change, negative = substrate turnover. 0.01% of 390,000 active. AID 588456; also: potency is read from the fitted curve at half-maximal effect; % is scaled to controls: 0 for no effect and ±100 for the full control effect; nearly all actives have a fitted effect of over 50% in size
#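 Rat TrxR1, dispensed at 90 nM, was prereduced with 400 uM NADPH (final) for 5 min at ~22 deg C, then incubated with compound 15 min before 400 uM selenite. A first-read NADPH fluorescence drop versus no-compound background flagged substrates.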
# RGS4 inh – blocks human RGS4-accelerated GTP hydrolysis. Transcreener GDP fluorescence polarization, RGS4-accelerated GTP hydrolysis. Potency, µM (titrated, usually from 114 µM), for inactives: at the highest dose activity change, negative = inhibition, actives largely listed as inhibitors. 0.039% of 390,000 active. AID 504845; also: potency is read from the fitted curve at half-maximal effect; % is scaled to controls: 0 for no effect and ±100 for the full control effect; nearly all actives have a fitted effect of over 75% in size; some results filed as inactive show a strong effect at the top dose
# Target sequence (P49798 whole entry, looked up): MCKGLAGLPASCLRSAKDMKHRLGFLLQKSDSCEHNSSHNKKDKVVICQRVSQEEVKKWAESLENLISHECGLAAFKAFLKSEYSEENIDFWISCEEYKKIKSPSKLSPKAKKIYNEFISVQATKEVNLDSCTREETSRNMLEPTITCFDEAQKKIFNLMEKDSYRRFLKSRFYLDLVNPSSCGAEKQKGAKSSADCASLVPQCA
#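 MLSMR compounds (23 nl, pin-transferred) preincubated 10 min at room temperature with a 500nM (2x) first reagent, then RGS4 at 900nM (2x) plus Transcreener GDP mix added; fluorescence polarization (620/688 nm) read before and after 90 min at 30 °C.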
# TrxR1 inh – blocks rat thioredoxin reductase 1; Potency, µM (highest dose often 114 µM), for inactives: at the highest dose activity change, negative = inhibition, most hits filed as inhibitors; O89049; 1% of 390,000 active; recombinant rTrxR1, NADPH fluorescence consumption, selenite substrate; also: potency is read from the fitted curve at half-maximal effect; % is scaled to controls: 0 for no effect and ±100 for the full control effect; nearly all actives have a fitted effect of over 65% in size
#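 Rat TrxR1 (90 nM in the dispensed reagent) was pre-reduced with 400 uM NADPH for 5 min at room temperature, then incubated with compound for 15 min. After 400 uM selenite was added, NADPH fluorescence (Ex 340/Em 450 nm) was followed for 8 min.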
# mIDH1 inhibitor – inhibitors of human mutant IDH1 R132H. O75874. Potency, µM (highest dose often 76.6 µM), for the others: at the highest dose activity change, negative = inhibition, usual class: inhibitors. 0.093% of 390,000 active. AID 602179. IDH1-R132H enzyme, NADPH consumption, diaphorase/resazurin fluorescence; also: potency is read from the fitted curve at half-maximal effect; % is scaled to controls: 0 for no effect and ±100 for the full control effect; nearly all actives have a fitted effect of over 65% in size
# Target sequence (O75874 whole entry R132H, stated change not applied): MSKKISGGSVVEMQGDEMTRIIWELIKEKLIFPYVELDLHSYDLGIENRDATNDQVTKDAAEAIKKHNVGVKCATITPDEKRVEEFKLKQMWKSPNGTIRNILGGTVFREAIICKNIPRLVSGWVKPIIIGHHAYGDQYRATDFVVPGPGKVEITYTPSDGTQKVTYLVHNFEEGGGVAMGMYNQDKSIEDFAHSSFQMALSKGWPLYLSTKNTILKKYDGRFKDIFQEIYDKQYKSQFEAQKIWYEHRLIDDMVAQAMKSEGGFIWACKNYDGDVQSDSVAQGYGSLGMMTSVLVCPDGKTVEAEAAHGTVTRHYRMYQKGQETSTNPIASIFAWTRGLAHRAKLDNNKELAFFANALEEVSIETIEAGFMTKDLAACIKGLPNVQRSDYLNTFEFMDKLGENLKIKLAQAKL
#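 IDH1-R132H (0.5 ug/mL) preincubated 30 min with compound, then NADPH (0.016 mM) and alpha-KG (2 mM) added; 80 min at RT, pH 7.5. Remaining NADPH coupled via diaphorase/resazurin to fluorescence (540/590 nm); concentration-response curves normalized to no-enzyme control.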
# Glioma ERSR ind – inducers of ER stress response in human glioma cells | U87-MG GRP78 promoter luciferase reporter, 16 h | Potency, µM, for inactives: top-dose activation, usual class: activators | 0.02% of 420,000 active; also: potency is read from the fitted curve at half-maximal effect; series mostly up to about 76 µM; % of control where 0% means no effect; nearly all actives have a fitted effect of over 35% in size
#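 Stably transfected U87-MG glioma cells carrying a GRP78-based luciferase sensor; 16 h compound incubation. Luminescence end-point read 10 min after Bright-Glo addition at room temperature.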
# Vif-A3F inh – Vif-A3F binding inhibition; HeLa A3F-eYFP + Vif (tagged APOBEC3F with the HIV-1 protein that degrades it), YFP fluorescence increase; Potency, µM (doses to about 46.1 µM), for inactives: at the highest dose activity, negative = active; 0.2% of 390,000 active; also: potency is read from the fitted curve at half-maximal effect; % of control where 0% means no effect; nearly all actives have a fitted effect of over 65% in size
#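 HeLa cells stably expressing Vif plus C-terminally eYFP-tagged A3F were seeded, incubated overnight at 37 deg C, dosed with compound, incubated overnight again at 37 deg C. Yellow fluorescence (Ex 488/Em 500-530) reported blocked Vif-mediated A3F-eYFP degradation.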
# LDHA inh – inhibitors of human lactate dehydrogenase A. purified LDHA, NADH/diaphorase-resazurin fluorescence; active compounds read low. activity change, % (values are at about 110 or 230 µM). 0.15% of 480,000 active. AID 1347041; in the data active = activity change below about -30%; inconclusive = mostly about -25% to -30%;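 also: plate controls were DMSO wells for no effect and wells without enzyme for full effect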
#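 Remaining NADH was detected by diaphorase (0.133 mg/mL) converting 37 µM resazurin to fluorescent resorufin, read at 0 and 20 minutes. The preceding 5-minute room-temperature reaction used 2 nM LDHA, 0.2 mM sodium pyruvate and 0.06 mM NADH at pH 7.4.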
# Vif-APOBEC3G blk – Vif-A3G binding inhibition; Q9HC16; HeLa A3G-eYFP + Vif (tagged APOBEC3G with the HIV-1 protein that degrades it), YFP fluorescence, overnight; Potency, µM (series often up to 46.1 µM), inactives show top-dose activity, negative = active, hits mostly inhibitors; 0.076% of 410,000 active; AID 602310;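 also: potency is read from the fitted curve at half-maximal effect; % is scaled to controls: 0 for no effect and ±100 for the full control effect; nearly all actives have a fitted effect of over 60% in size; hits raise eYFP signal because A3G escapes Vif-driven loss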
# Target sequence (Q9HC16 whole entry, looked up): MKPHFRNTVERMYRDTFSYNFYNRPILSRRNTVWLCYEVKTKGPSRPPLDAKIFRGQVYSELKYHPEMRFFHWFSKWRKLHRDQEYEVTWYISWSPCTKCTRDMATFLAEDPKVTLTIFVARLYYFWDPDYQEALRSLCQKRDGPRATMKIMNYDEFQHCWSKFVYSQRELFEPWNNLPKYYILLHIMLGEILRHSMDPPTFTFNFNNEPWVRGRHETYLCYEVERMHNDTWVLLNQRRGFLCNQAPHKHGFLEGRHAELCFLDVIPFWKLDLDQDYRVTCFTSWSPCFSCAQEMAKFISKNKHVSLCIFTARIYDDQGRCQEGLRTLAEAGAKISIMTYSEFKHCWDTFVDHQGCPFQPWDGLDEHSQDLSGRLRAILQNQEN
#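 Read-out is eYFP fluorescence (Ex 488/Em 500-530) from Vif-expressing HeLa A3G-eYFP cells; more signal means A3G escaped Vif-mediated degradation. Cells plated overnight, compound pinned in, incubated overnight at 37 deg C.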
# * hit, by the source's call; ? = inconclusive; . = not tested or not shown; [ ] = dose if it differs, or a comment. Unless noted, calls follow the shape of the dose curve; as a rule, active = well fitted curve in the direction sought with a large enough effect; inconclusive = small, poorly fitted or top-dose-only effect, or another doubt; inactive = no such curve, though single readings can be large; an effect the other way counts as inactive or inconclusive.
SMILES,USP1 inh,TrxR1 substrate,RGS4 inh,TrxR1 inh,mIDH1 inhibitor,Glioma ERSR ind,Vif-A3F inh,LDHA inh,Vif-APOBEC3G blk
COc1ccc(/C(C)=N/Nc2ccccc2Cl)c(O)c1,-23.1%,1.9%,?,8.3%,5.8%,3.4%,-21.7%,5.9,-3.8%
CCCOc1ccc(C(=O)NCc2cccnc2)cc1,-14.4%,0.4%,-9.5%,12.7%,-0.7%,-0.6%,-4.0%,-2.0,0.2%
O=C(Nc1ccccc1)c1sc(N2CCOCC2)nc1-c1ccccc1,-10.4%,18.0%,-12.9%,14.3%[0.0914 µM],0.4%,-1.2%,-0.2%,0.0,-0.7%
Nc1c(NCc2ccccc2)c(=O)c1=O,0.4%,4.6%,-40.3%,19.7%[57.1 µM],13.9%,-1.8%,-4.6%,-10.6,1.1%
COc1ccc(CCNC(=O)CN2C(=O)CCSc3ccccc32)c(OC)c1,-14.1%,-8.2%,-20.5%[56.9 µM],-0.3%,0.1%,-3.3%,9.8%,-10.5,-11.4%
O=C(CCC(=O)Nc1cccc2ccccc12)N/N=C/c1ccco1,-15.0%,8.1%[57.1 µM],-1.0%,3.2%[57.1 µM],2.0%,-2.2%,-13.3%,-5.5,-0.5%
Cc1ccccc1CN1CCCC(C(=O)Nc2ccccc2Oc2cccnc2)C1 (stereo unspecified),-16.5%,-5.1%,25.2%,15.2%,-3.6%,-5.3%,15.2%,-8.6,0.6%
COc1ccc(NC(=O)CSc2nnc3c(n2)[nH]c2ccc(S(=O)(=O)N(C)C)cc23)c(OC)c1,.,3.4%,-2.0%,14.9%,.,.,.,5.8,.
COc1ccc(C(=O)NCCONC(=O)c2ccc(OC)cc2)cc1,-7.7%,1.5%,8.0%,7.8%,1.1%,-2.5%,-10.7%,-1.8,0.3%
CN1C(=O)SC(Nc2cccc3ccccc23)C1=O (stereo unspecified),-6.8%,-7.7%,-14.4%,-30.4%,7.5%,-0.3%,6.1%,-0.6,-4.5%

# Some entries already given, showing only LDHA inh and Glioma ERSR ind:
smiles	LDHA inh	Glioma ERSR ind
COc1ccc(C(=O)NCCONC(=O)c2ccc(OC)cc2)cc1	-1.8	-2.5%
COc1ccc(CCNC(=O)CN2C(=O)CCSc3ccccc32)c(OC)c1	-10.5	-3.3%

# Carrying on:
SMILES,USP1 inh,TrxR1 substrate,RGS4 inh,TrxR1 inh,mIDH1 inhibitor,Glioma ERSR ind,Vif-A3F inh,LDHA inh,Vif-APOBEC3G blk
Cc1nc2nc(CSc3ccc(Cl)cc3)cc(=O)n2[nH]1,-16.0%,5.0%[57.1 µM],19.3%,3.0%[57.1 µM],-4.4%,0.1%,0.4%,0.2,1.6%
O=C(CCNC(=O)c1ccco1)NCc1ccccc1,5.3%,-11.7%,28.3%,-17.2%,-2.9%,-0.6%,0.3%,-1.1,4.9%
CC[C@]1(c2ccccc2)C(=O)N(C(=O)OC)N1C(=O)OC,-13.0%,2.8%,7.9%,?,-2.6%,-2.8%,13.1%,-8.4,-7.4%
CCOC(=O)C1CCN(C(=O)/C=C/c2ccc(OC)cc2)CC1,-1.4%,-6.4%,-17.8%,-12.2%,3.9%,-11.3%,-1.5%,-1.1,-6.7%
O=C(c1ccc(Br)cc1)N1CCN(S(=O)(=O)c2ccccc2)CC1,-22.1%,9.8%[57.1 µM],4.0%,5.4%[57.1 µM],-5.3%,-1.2%,1.8%,-5.7,0.8%
Cc1ccc(C(=O)CSc2ccc(-c3cccnc3)nn2)cc1,-13.7%,-3.4%,-6.3%,9.2%,9.0%,-5.3%,7.9%,-8.2,-3.3%
Cc1ccccc1OCC(=O)NCC(c1ccc(Cl)cc1)N1CCCCC1 (stereo unspecified),-17.9%,-9.3%,3.5%,-11.1%,31.9%[activator],-0.5%,-0.5%,2.8,-1.4%
CCCOc1cc(C)c(S(=O)(=O)n2ccc(C)n2)cc1C,-21.6%,-7.2%[57.1 µM],-13.7%,8.9%[57.1 µM],7.9%,-1.6%,-0.3%,3.6,0.5%
Cc1cc(OCC(=O)NC2CC(C)(C)NC(C)(C)C2)c2c(C)cc(=O)oc2c1,-22.8%,127.9%[activator],-26.5%,44.1%,0.0%,2.6%,1.1%,1.2,2.7%
CC(OC(=O)C1CCN(c2ccc(C(F)(F)F)cn2)CC1)C(=O)Nc1ccc(S(N)(=O)=O)cc1 (stereo unspecified),-24.1%,1.9%,-10.3%,14.7%,7.0%,-5.0%,0.3%,-1.6,-3.4%
COc1ccc(CNC(=O)Cc2c(C(=O)O)[nH]c3ccccc23)c(OC)c1,1.2%,-12.1%,13.9%,-21.4%,-9.5%,0.2%,-6.2%,-10.6,1.9%
CCc1ccc(S(=O)(=O)Nc2cccc(-c3ccc(N4CCC(C)CC4)nn3)c2)s1,-28.9%,1.1%[57.1 µM],3.7%,23.9%[57.1 µM],-5.5%,-1.2%,2.6%,-7.8,-0.6%
COC(=O)c1cc(-c2ccccc2)on1,-8.1%,-7.5%,23.8%,-10.9%,7.2%,0.8%,-5.8%,-6.3,4.6%
CN(C)CCCNC(=O)C(=O)Nc1ccc2c(c1)N(S(=O)(=O)c1cccs1)CCC2,-3.9%,-1.7%,17.6%,-5.3%,13.0%,-3.3%,-2.3%,-0.4,-4.4%
COc1ccc(/C=N/NC(=O)CCn2c3ccccc3c3ccccc32)cc1O,-18.3%,-4.9%,15.3%,-1.4%,2.2%,-1.0%,-0.7%,4.3,?
O=C(c1ccncc1)N1CCN(C(=O)c2ccncc2)CC1,-7.1%,2.3%,5.3%,22.9%,12.7%,-1.3%,-18.0%,-2.0,0.3%
CCOc1ccccc1N1CCN(C(=O)/C=C/c2cccc([N+](=O)[O-])c2)CC1,-2.6%,-11.8%,-12.3%,-13.9%,1.1%,0.3%,-10.8%,-2.2,-0.3%
C=CCc1ccccc1Oc1cc(F)nc(N)n1,-5.0%,-1.9%,19.4%,14.5%,-13.3%,-0.9%,-9.5%,-3.5,-2.3%
COc1ccccc1OCCC(=O)OCC(=O)Nc1cccc(Br)c1,-5.7%,4.0%[57.1 µM],-2.9%,2.9%[57.1 µM],22.4%,-6.3%,3.0%,-5.5,-5.6%
CCN(CC)C(=O)C1=C(C)Nc2nc3ccccc3n2C1c1ccc(Br)cc1 (stereo unspecified),?,-2.5%,2.3%,10.6%,-7.8%,-0.2%,-0.9%,0.5,3.7%
CCCCC(=O)O[C@H]1CC[C@H]2[C@@H]3CCc4cc(O)ccc4[C@H]3CC[C@]12C,-7.4%,-0.9%,18.1%,27.8%,-7.8%,-3.1%,7.8%,5.0,-7.7%
CN(C)c1cc(Cl)c2nonc2c1N,31.6µM*,-6.3%,?,-3.1%,3.8%,-1.5%,10.6%,4.7,-0.3%
O=C(N/N=C/c1ccc(Cl)cc1)c1sccc1OCc1ccc(F)cc1,-15.6%,6.4%[57.1 µM],-27.4%,14.2%[57.1 µM],6.7%,-5.5%,-2.8%,-5.0,?
CCc1ccc(NCc2cc3cc(OC)c(OC)cc3n(CC(=O)Nc3ccc(F)cc3)c2=O)cc1,?,-1.1%,8.1%,12.0%,-7.4%,-2.1%,-0.4%,7.9,-2.3%
COc1ccc(/C=C2\SC(=Nc3ccccc3OC)NC2=O)cc1,-23.5%,-3.4%,-12.9%,-5.6%,4.0%,0.3%,1.7%,1.3,?
Cc1ccc(S(=O)(=O)NCC(=O)OCC(=O)c2c(N)n(C)c(=O)n(C)c2=O)cc1,-11.5%,-1.2%,8.3%,0.8%,5.9%,-3.9%,-3.3%,-1.2,-0.2%
O=C(Oc1ccc(Cl)c2cccnc12)c1cccc([N+](=O)[O-])c1,-11.1%,3.9%,4.4%,14.1%,1.5%,-3.0%,-14.8%,14.0,?
CCc1ccc(-n2c(=O)c3cccnc3n2CC(=O)Nc2cc(F)ccc2F)cc1,-26.0%,27.8%[57.1 µM],-12.4%,18.9%[57.1 µM],12.0%,-0.5%,0.3%,3.5,-17.3%
CC(OC(=O)c1ccc(NC(=O)CC#N)cc1)C(=O)NCCC1=CCCCC1 (stereo unspecified),-12.6%,5.1%,-2.4%,13.4%,4.9%,-1.9%,9.5%,0.7,0.3%
Cc1ccc(NC(=O)c2cccc(S(=O)(=O)N(C)c3ccccc3)c2)cc1S(=O)(=O)N1CCOCC1,-8.2%,2.5%,-11.5%,18.5%,2.3%,-3.1%,3.6%,1.6,1.6%
CCSc1nnc(NC(=O)c2ccc(S(=O)(=O)N(C)C)cc2)s1,-7.2%,7.5%,-21.5%,12.9%[57.1 µM],1.2%,-1.0%,4.7%,-2.7,1.5%
O=C(CCN1C(=O)c2ccccc2S1(=O)=O)Nc1cc(Cl)ccc1Cl,3.4%,5.5%[57.1 µM],-8.1%,6.2%,-0.3%,-3.2%,4.1%,-7.4,-0.2%
CCN1CCN(C(=O)CN(c2ccc(F)c(Cl)c2)S(C)(=O)=O)CC1,-21.3%,-2.0%,10.9%,25.4%,6.2%,-2.1%,-8.5%,-2.8,-6.5%

# Only part of the results is shown (hit frequency here may not be typical).
